TRHR PAM: qHTS for Small Molecule Agonists and Allosteric Enhancers of Human TRH Receptor: Primary Screen for Enhancers; Thyrotropin-releasing hormone receptor (Homo sapiens), P34981; TRHR cells, fluo-8 calcium fluorescence, EC20 TRH enhancement; enhancement, % at 2 µM; 360,000 tested, 0.66% active; in the data active = enhancement above about 30%; also: 0% is about no effect
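TRHR-expressing cells loaded with fluo-8 calcium dye were read kinetically (ex 480/em 530) during compound addition, then stimulated with an EC20 of TRH (10 nM final). Enhancement of the Gq-mediated intracellular calcium response was scored.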
D1 antagonist: Antagonist of Human D 1 Dopamine Receptor: qHTS. D(1A) dopamine receptor (Homo sapiens), P21728. HEK293 TREx D1 cells, calcium flux, dopamine EC80; hits give low values. activity change, negative = inhibition, % at 10 µM. 360,000 tested, 3.2% active. AID 504652, 2011; in the data active = activity change below about -30%; also: % is scaled to controls: 0 for no effect and ±100 for the full control effect
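Compound effects on dopamine-evoked calcium signalling were measured in tetracycline-induced HEK293 Trex D1 cells. Dopamine at EC80 followed a 180 s compound pre-read, and fluorescence was tracked kinetically for 180 s more.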
D1 potentiator: Potentiators of Human D1 Dopamine Receptor: qHTS; D(1A) dopamine receptor (Homo sapiens), P21728; HEK293 TREx D1 cells, calcium flux, dopamine EC20 potentiation; AID 504651, 2011; 360,000 tested, 0.036% active; potentiation, % at 10 µM; in the data active = potentiation above about 30%; also: 0% is about no effect
RXFP1 ag: qHTS Assay for Agonists of the Relaxin Receptor RXFP1; Relaxin receptor 1 (Homo sapiens), Q9HBX9; HEK293T-RXFP1 cAMP TR-FRET, 30 min; response scale: percent of porcine relaxin response, buffer zero; Potency, µM (doses to about 57.5 µM), for inactives: at the highest dose activation, hits mostly activators; 370,000 tested, 0.3% active; AID 2676, 2010; active = well fitted activation curve with a large enough effect; also: potency is read from the fitted curve at half-maximal effect; % is scaled to controls: 0 for no effect and ±100 for the full control effect; nearly all actives have a fitted effect of over 60% in size; many of its hits are not listed in these tables
Target sequence (Q9HBX9 whole entry, looked up): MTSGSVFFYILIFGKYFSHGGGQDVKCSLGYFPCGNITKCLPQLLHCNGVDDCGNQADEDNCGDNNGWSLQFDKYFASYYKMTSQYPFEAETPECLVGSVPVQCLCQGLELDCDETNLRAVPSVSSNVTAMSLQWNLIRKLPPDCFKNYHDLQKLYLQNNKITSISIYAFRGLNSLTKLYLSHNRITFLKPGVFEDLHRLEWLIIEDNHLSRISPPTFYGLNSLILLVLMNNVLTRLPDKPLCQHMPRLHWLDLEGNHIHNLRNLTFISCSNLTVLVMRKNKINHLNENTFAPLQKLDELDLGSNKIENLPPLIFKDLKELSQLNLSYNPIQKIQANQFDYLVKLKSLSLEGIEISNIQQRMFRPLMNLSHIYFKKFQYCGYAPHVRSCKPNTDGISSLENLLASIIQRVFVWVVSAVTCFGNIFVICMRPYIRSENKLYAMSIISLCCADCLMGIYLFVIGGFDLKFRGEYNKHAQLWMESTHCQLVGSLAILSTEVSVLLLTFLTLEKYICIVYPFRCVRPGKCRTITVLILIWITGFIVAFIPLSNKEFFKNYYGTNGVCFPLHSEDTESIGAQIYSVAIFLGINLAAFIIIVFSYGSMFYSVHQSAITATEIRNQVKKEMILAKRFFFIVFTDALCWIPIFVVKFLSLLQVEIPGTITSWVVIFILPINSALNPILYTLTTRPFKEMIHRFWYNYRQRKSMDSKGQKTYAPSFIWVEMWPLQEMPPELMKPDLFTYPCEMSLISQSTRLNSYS
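HEK293 cells stably expressing RXFP1, treated 30 min at 37C with compounds plus PDE4 inhibitor Ro 20174; cAMP measured by HTRF TR-FRET. Normalized to buffer and 29 nM porcine relaxin; EC50 by Hill fit.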
D2 potentiator: HTS Assay for Positive Allosteric Modulators of the Human D2 Dopamine Receptor: Primary Screen for Potentiators | HEK293 T-REx D2, calcium flux, EC20 dopamine potentiation | potentiation, % at 10 µM | 340,000 tested, 0.34% active | AID 485347, 2010;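 active = potentiation over 3 SD above the plate norm, cut at about 30% in these data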; also: 0% is about no effect
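Tetracycline-induced HEK293 T-REx cells force-coupled to calcium signalling expressed D2; compounds were pin-added after a 10 s baseline, read kinetically 180 s, then an EC20 dopamine challenge followed with a further 180 s calcium read.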
D1 agonist: Allosteric Agonists of the Human D1 Dopamine Receptor: qHTS; D(1A) dopamine receptor (Homo sapiens), P21728; HEK293 T-REx D1 cells, calcium flux, agonist mode; activation, % at 2 µM; 360,000 tested, 1% active; AID 504660, 2011; in the data active = activation above about 30%; also: 0% is about no effect
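Agonism was scored from calcium flux recorded over 180 s (1 read/s) after pintool compound addition, following a 10-cycle baseline. Cells were inducible force-coupled HEK293 TREx D1, plated overnight at 30 C and loaded with no-wash calcium dye.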
D2 antag: HTS Assay for Allosteric Antagonists of the Human D2 Dopamine Receptor: Primary Screen for Antagonists. D(2) dopamine receptor (Homo sapiens), P14416. inhibition, % at 10 µM. AID 485344, 2010. HEK293 TREx D2 cells, calcium flux, dopamine EC80. 340,000 tested, 2% active; in the data active = inhibition above about 30%; also: 0% is about no effect
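In this primary screen, negative modulation is detected by tracking calcium flux after an EC80 dopamine challenge in inducible HEK293 T-REx D2 cells preexposed to test compound for 180 s.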
D2 agonist: HTS Assay for Allosteric Agonists of the Human D2 Dopamine Receptor: Primary Screen for Agonists; HEK293 T-REx D2 cells, calcium flux agonist mode; 340,000 tested, 0.53% active; AID 485358, 2010; D(2) dopamine receptor (Homo sapiens), P14416; activation, % at 2 µM;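 active = activation over 3 SD above normal in the single-dose calcium agonist read, cut at about 30% in these data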; also: 0% is about no effect
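Tetracycline-induced HEK293 T-REx cells with force-coupled D2 receptor, plated overnight at 30 C, loaded with no-wash calcium dye. After a 10 s baseline, compound was pin-added and calcium flux read kinetically for 180 s; calcium rises flagged agonists.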
RXFP1 antag: qHTS Assay for Antagonists of the Relaxin Receptor RXFP1 | Relaxin receptor 1 (Homo sapiens), Q9HBX9 | HEK293-RXFP1, relaxin-stimulated cAMP HTRF, 30 min; hits give low values | activity change, negative = inhibition, % at 57.5 µM | 350,000 tested, 0.59% active | AID 1259400, 2018;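 active = activity change of -60% or lower, but not beyond a set lower limit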; also: % is scaled to controls: 0 for no effect and ±100 for the full control effect
The depositor's hits bear a star; · = not tested or not shown. A portion of the library; the hit share may differ from the screen's.

SMILES	TRHR PAM	D1 antagonist	D1 potentiator	RXFP1 ag	D2 potentiator	D1 agonist	D2 antag	D2 agonist	RXFP1 antag
O=C(Cc1nn[nH]n1)NCCC1=CCCCC1	13	-6	7	-0.1%	-3	4	-22	1.9	-1
Oc1ccc(N2CCN(C(=S)NCc3ccccc3)CC2)cc1	6	-19	0	-1.7%	4	4	7	2.4	-9
CCOc1ccc(CCNC(=O)COC(=O)COc2ccc(C(C)=O)cc2)cc1OCC	0	13	2	0.4%	·	-2	·	·	-14
CC(C)(C)OC(=O)NNC1CC(=O)N(c2ccccc2F)C1=O (stereo not given)	6	1	-6	0.9%	·	2	·	·	-13
O=C(Nc1cccc(S(=O)(=O)NC2=NCCC2)c1)c1cc(=O)[nH]c2ccccc12	3	-5	-1	0.2%	17	0	-9	0.2	-2
CCOC(=O)c1cc(C#N)c(SCc2cccc3ccccc23)nc1C	0	7	0	1.2%	-1	2	4	1.6	-12
CN(C)CCCCOc1ccc(F)cc1	24	9	9	4.0%	-6	4	11	0.1	-8
CC1Cc2cc(S(=O)(=O)CCC(=O)Nc3ccc(F)cc3)ccc2N1C(=O)C1CC1 (stereo not given)	10	-5	-2	-0.7%	6	0	·	-0.1	6
CC1CCN(CCOCCOc2ccccc2Br)CC1	7	-48*	-3	1.7%	-28	5	13	1.7	-19
Cc1cccc(CNc2ncnc3ccc(-c4cccc(Cl)c4)cc23)c1	6	-16	-2	-0.1%	·	3	·	·	·
CCN(CC(=O)Nc1ccc(NC(C)=O)cc1)C(=O)Cc1cccc2ccccc12	0	8	-18	-0.9%	-1	3	-16	0.2	-4
CCOCCc1nnc(NC(=O)CS(=O)(=O)c2ccc(C)cc2)s1	5	-3	0	0.5%	14	2	14	-0.4	8
CC(N=C1NC(C)(C)Cc2ccccc21)C(=O)O (stereo not given)	2	-17	1	-3.6%	·	0	·	·	0
O=S(=O)(Nc1nc2ccccc2nc1NCCN1CCOCC1)c1cccc(Cl)c1	8	-16	-4	0.2%	-4	1	25	0.9	4
O=S(=O)(NCc1ccc(F)cc1)c1ccc2c(c1)OCCO2	9	-29	-10	0.1%	-17	10	2	-0.6	5
CC(C(=O)N1CCC(C(N)=O)CC1)N(c1ccc(Oc2ccccc2)cc1)S(C)(=O)=O (stereo not given)	-4	1	0	-0.3%	0	4	-8	1.2	-9
S=C(Nc1ccc(Oc2ccc(NC(=S)NC3CCCCC3)cc2)cc1)NC1CCCCC1	2	-2	-5	0.2%	3	7	0	-1.7	-16
COc1ccc(N(C)S(=O)(=O)c2cccc(C(=O)NC3CCCCCC3)c2)cc1	-6	-20	-10	0.1%	-9	17	-5	2.3	-9
Cc1cc(Nc2ccccc2)nc2cc(O)ccc12	9	1	-6	2.1%	-8	-4	9	-0.1	·
CCC(C)(C)NC(=O)C(c1cccs1)N(C(=O)c1ccn[nH]1)c1cccc(OC)c1 (stereo not given)	5	5	1	1.1%	4	0	-16	0.6	-3
Cc1cc(O)c(-c2ccnc3cc(-c4ccccc4)nn23)cc1Cl	6	-3	-1	0.1%	17	0	·	-0.8	·
Cc1cc(C(C)(C)C)c(O)c(C)c1CC1=NCCN1	-3	8	4	1.5%	-30	0	64*	72*	-3
Cc1ccc(S(=O)(=O)CCC(=O)Nc2cc(Cl)ccc2-n2cncn2)cc1	-2	-4	-3	-0.9%	-6	4	-2	-0.6	-2
COc1ncccc1C(=O)NC1CCCc2c1cnn2-c1cc(C)cc(C)c1 (stereo not given)	0	1	0	0.6%	11	2	-12	-1.1	-13
CN(C)S(=O)(=O)c1cccc(NC(=S)N/N=C/c2ccc(O)c(O)c2O)c1	-4	-2	1	2.0%	14	0	-4	0.8	-10
Cc1ccc(NC(=O)Nc2nnc(N(CC(C)C)CC(C)C)s2)cc1Cl	1	7	2	6.3%	-12	1	·	-0.4	-3
CCOC(=O)C1=C(N)OC2=C(C(=O)CCC2)C1c1cccnc1 (stereo not given)	-1	-18	-6	-0.9%	0	2	-10	0.2	-2
COc1ccc(S(=O)(=O)NCc2csc(-c3cccnc3)n2)cc1	0	-12	-2	1.6%	2	-1	-2	0.5	-3
C/C(CS(=O)(=O)c1ccc(Cl)c(Cl)c1)=N/NC(N)=S	6	9	0	1.2%	·	2	·	·	-14
Fc1cc(F)cc(NC(=S)N2CCC(c3ccccc3)C2)c1 (stereo not given)	-4	0	-7	0.3%	-2	1	8	-0.4	11
Cn1ncc([N+](=O)[O-])c1C(=O)NCc1ccccc1	4	4	-1	-0.6%	·	3	·	·	9
C=CCn1c(SCC(=O)NCc2ccco2)nnc1-c1ccc2ccccc2n1	-3	-29	-5	3.7%	-1	1	17	-0.3	6
COc1ccc(C)cc1NC(=O)C1CCN(S(=O)(=O)c2ccc3[nH]c4c(c3c2)CCCCC4)CC1	6	-12	-3	0.9%	0	4	·	0.2	-15
Nc1nonc1C(=O)NCCNc1ccc([N+](=O)[O-])cn1	9	-2	-3	4.2%	3	6	-8	-0.6	-6
CCOc1ccc(-n2cc(-c3ccccc3)c3c(SC(C)C(=O)OC)ncnc32)cc1 (stereo not given)	-3	-15	4	-0.3%	4	3	-1	2.0	5
CCCCCCCCn1ccc(=N)cc1	-3	15	-4	0.8%	11	1	-10	1.1	19
O=C(O)c1ccccc1C(=O)Nc1ccccc1	9	6	4	2.0%	7	0	1	-1.1	-11
CCOC(=O)COc1cc(N2C(=O)CSCC2=O)c(Cl)cc1Cl	-6	-7	1	-3.0%	-6	2	-5	0.0	-23
COc1ccc2c(C=O)c[nH]c2c1	3	-11	-2	4.3%	-3	4	-5	-0.7	-3
COc1ccccc1NC(=O)CCc1nc2sc3c(c2c(=O)[nH]1)CCCC3	4	-3	-4	0.4%	-8	6	10	0.0	-26
Cc1ccc(CSCC(=O)NCc2ccco2)cc1	-3	-7	0	2.6%	2	0	0	-0.7	-7
COc1ccc(OC)c(-c2csc(NC(=O)CSCc3c(C)noc3C)n2)c1	11	-10	-3	1.8%	-3	0	·	·	8
CCC(=O)N(Cc1cc(=O)[nH]c2ccccc12)c1ccccc1OC	2	24	-1	4.9%	4	2	·	·	-6
CCOC(=O)c1c(C)[nH]c(C)c1C(=O)COC(=O)c1ccc(Cl)c(S(=O)(=O)NCc2ccccc2)c1	5	-8	-6	1.9%	8	3	-15	0.5	-6
O=C(Nc1cccc2cccnc12)c1cccs1	-4	35	-4	·	·	0	·	·	·
Clc1ccc(SCCCCN2CCNCC2)cc1	5	-45*	-4	-0.3%	-1	120*	16	0.2	-5
COc1cccc(S(=O)(=O)NCc2ccc(C(=O)Nc3cccc(Cl)c3)cc2)c1	1	6	-3	-0.8%	-4	6	5	-0.9	-15
O=C(c1cn(Cc2ccccc2)nc1-c1ccccc1)N1CCN(c2ccccn2)CC1	7	-7	2	1.8%	10	-2	-13	0.0	-5

2 entries from above, with values under each structure.
Sequence of screens – TRHR PAM, D1 antagonist, D1 potentiator, RXFP1 ag, D2 potentiator, D1 agonist, D2 antag, D2 agonist, RXFP1 antag
COc1ccccc1NC(=O)CCc1nc2sc3c(c2c(=O)[nH]1)CCCC3
  4, -3, -4, 0.4%, -8, 6, 10, 0.0, -26
Cc1ccc(CSCC(=O)NCc2ccco2)cc1
  -3, -7, 0, 2.6%, 2, 0, 0, -0.7, -7

Carrying on.
SMILES	TRHR PAM	D1 antagonist	D1 potentiator	RXFP1 ag	D2 potentiator	D1 agonist	D2 antag	D2 agonist	RXFP1 antag
CC1COc2ccccc2N1S(=O)(=O)c1cc(Cl)ccc1Cl (stereo not given)	-9	-15	-2	2.5%	13	2	13	-0.4	-6
COc1cc(NC(=O)CSc2nc(C3CC3)nc3ccccc23)cc(OC)c1	-9	-5	2	2.3%	·	10	0	-3.0	-9
CCN(CC)c1nc2n(c(=S)n1)CCS2	5	14	-4	4.4%	-3	2	8	-0.1	-7
COc1ccc(N2CCN(C(=O)C3CCN(C(=O)c4cccc(Cl)c4)CC3)CC2)cc1	5	9	7	0.1%	1	3	3	0.7	-19
CCOC(=O)Cc1csc(NC(=S)NC(=O)c2ccc(F)cc2)n1	3	2	3	1.3%	2	22	20	6.4	0
CSc1ccc(N2C(=O)NC3(CCCCC3)C2=O)cc1	-3	-12	-5	-1.1%	13	1	-22	0.4	5
CC(C)(C)N=Cc1c(O)ccc2oc3c(c12)CCCC3	-4	-8	0	-3.2%	1	3	-8	-1.0	-4
CCOc1ccc(NC(=O)C(=S)NC2CCCCC2)cc1	0	-7	-5	1.4%	-4	4	-6	0.3	-31
CN1CCN(C(=S)NC(CC(=O)c2ccccc2)c2ccccc2)CC1 (stereo not given)	-9	-2	-5	0.6%	-10	5	15	0.5	-15
CC(NS(C)(=O)=O)C(c1cccs1)N1CCN(c2ccc(F)cc2)CC1 (stereo not given)	1	9	-1	0.0%	13	3	-7	1.3	3
Cc1c(C(=O)NCc2ccc(Cl)cc2)sc2nc3n(c(=O)c12)CCCC3	19	3	2	12%	-3	3	·	-0.5	-1
CCn1cc(C(=O)NCc2ccc(C)cc2)c(=O)c2cc(S(=O)(=O)N3CCC(C)CC3)ccc21	0	-3	0	1.9%	·	1	·	-0.8	·

An excerpt from above in order of their number in TRHR PAM, low to high.
mol | TRHR PAM
CC1COc2ccccc2N1S(=O)(=O)c1cc(Cl)ccc1Cl (stereo not given) | -9
CSc1ccc(N2C(=O)NC3(CCCCC3)C2=O)cc1 | -3
CCOc1ccc(NC(=O)C(=S)NC2CCCCC2)cc1 | 0
COc1ccc(N2CCN(C(=O)C3CCN(C(=O)c4cccc(Cl)c4)CC3)CC2)cc1 | 5

Next part
SMILES	TRHR PAM	D1 antagonist	D1 potentiator	RXFP1 ag	D2 potentiator	D1 agonist	D2 antag	D2 agonist	RXFP1 antag
S=C(NCCCN1CCOCC1)N1CCOCC1	-12	21	-7	2.5%	-8	3	4	-1.0	-13
COC(=O)c1sccc1NC(=O)Nc1ccc(OC)cc1	0	-5	2	-0.3%	·	1	·	·	-2
Cc1cc(C)cc(C(=O)N(C)C2CCCN(Cc3ccccc3F)C2)c1 (stereo not given)	6	5	-5	0.4%	-7	1	-2	1.0	7
CN(CCCNS(=O)(=O)c1cccc2cccnc12)Cc1ccccc1	0	0	·	0.5%	·	9	·	·	·

Screening data as filed in PubChem.
